Compound activity deposited in PubChem BioAssay by The Scripps Research Institute Molecular Screening Center.
MBD2 DNA inh: blocks human MBD2 binding to methylated DNA. Q9UBB5. TR-FRET, MBD2 binding to methylated oligonucleotide. inhibition, % at 4.4 µM. 370,000 compounds, 0.31% hits. AID 686964; in the data active means inhibition above about 13%
ARFGAP1 inh: inhibitors of rat ARFGAP1; Q62848; Arfgap1-stimulated ARF1 GTP hydrolysis, GDP FP detection; inhibition, % at 16.5 µM; 360,000 compounds, 0.26% hits; AID 651572;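 active means inhibition above a per-plate limit, mean inhibition of low control wells plus 3 SD, cut at about 25% in these data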;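 further: 0% = DMSO wells with enzyme and 100% = wells lacking Arfgap1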
Target sequence (Q62848 1-136 limits assumed): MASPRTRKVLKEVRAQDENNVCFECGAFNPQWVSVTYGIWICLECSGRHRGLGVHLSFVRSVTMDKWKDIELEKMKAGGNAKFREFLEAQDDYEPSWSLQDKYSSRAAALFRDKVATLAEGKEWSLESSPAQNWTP
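Assay system: purified rat His6-Arfgap1 residues 1-136 (GAP domain); Reagent: human Δ17 ARF1 bound to GTP; Dosing: 16.5 µM single point, 1.26% DMSO; Times: GTP hydrolysis reaction 2 h at 25 °C; Signal: FP, GDP Alexa 633 tracer displaced from anti-GDP antibody, 620/688 nm; Measure: % inhibition from polarization.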
UHRF1 MBD2 ctr: blocks human UHRF1 binding to methylated DNA; UHRF1 binding to methylated oligo, TR-FRET; AID 687016; 370,000 compounds, 0.75% hits; inhibition, % at 4.4 µM; Q96T88; in the data active means inhibition above about 21%;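 further: UHRF1 SRA domain binding a hemimethylated CpG hairpin DNA probe; 0% = median of test compound wells and 100% = reference inhibitor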
Target sequence (Q96T88 whole entry, looked up, the tested form may be a part): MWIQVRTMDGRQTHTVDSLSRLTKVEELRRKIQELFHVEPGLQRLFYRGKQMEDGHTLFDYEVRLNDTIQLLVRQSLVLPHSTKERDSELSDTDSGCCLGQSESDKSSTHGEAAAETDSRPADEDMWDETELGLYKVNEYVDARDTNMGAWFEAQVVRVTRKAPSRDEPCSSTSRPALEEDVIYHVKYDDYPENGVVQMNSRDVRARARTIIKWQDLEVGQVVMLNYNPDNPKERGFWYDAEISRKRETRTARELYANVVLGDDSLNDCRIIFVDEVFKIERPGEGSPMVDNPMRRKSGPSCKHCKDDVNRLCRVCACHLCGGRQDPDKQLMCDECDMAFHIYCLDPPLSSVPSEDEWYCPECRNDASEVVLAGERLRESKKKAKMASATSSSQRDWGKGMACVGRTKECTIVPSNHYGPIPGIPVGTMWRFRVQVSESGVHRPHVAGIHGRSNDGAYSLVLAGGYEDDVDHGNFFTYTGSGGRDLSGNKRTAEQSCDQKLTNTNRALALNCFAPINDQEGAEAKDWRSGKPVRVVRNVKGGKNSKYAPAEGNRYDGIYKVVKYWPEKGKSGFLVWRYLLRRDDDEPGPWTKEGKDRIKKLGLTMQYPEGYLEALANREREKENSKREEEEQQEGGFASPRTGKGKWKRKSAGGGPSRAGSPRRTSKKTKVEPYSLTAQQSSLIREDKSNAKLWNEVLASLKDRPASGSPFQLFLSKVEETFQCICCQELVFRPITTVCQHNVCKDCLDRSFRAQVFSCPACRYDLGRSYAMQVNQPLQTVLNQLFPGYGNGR
PLCb3 inh: blocks human PLC-beta3 enzyme activity. Purified PLC-beta3, fluorogenic substrate, fluorescence. inhibition, % at 12.2 µM. 370,000 compounds, 0.18% hits. AID 720704; in the data active means inhibition above about 11%;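 further: 0% = median of compound wells on plate and 100% = full blocker control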
proKLK7 act: activates the human kallikrein-7 zymogen. P49862. purified proKLK7, EDANS-DABCYL substrate fluorescence; 100% is mature enzyme control, 0% vehicle. activation, % at 7 µM. 370,000 compounds, 0.9% hits;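 active means activation above the mean of all tested compounds plus 3 SD, computed per campaign excluding outliers beyond control limits, cut at about 13% in these data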
ADAM17 inh: inhibitors of human ADAM17 | recombinant ADAM17, EDANS/DABCYL FRET peptide cleavage | P78536 | 370,000 compounds, 0.83% hits | inhibition, % at 6.95 µM;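 active means inhibition above the mean of compounds lying between control limits plus 3 SD, set per campaign, cut at about 8.5% in these data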;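 further: 0% = DMSO-only wells as the low control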
Tn7 DDE FP: inhibitors of Tn7 peptide binding to human fibrin DD(E); inhibition, % at 8.3 µM; P02675; FP displacement of FITC-Tn7 peptide from fibrin DD(E); 0% = median of compound wells per plate; 370,000 compounds, 0.13% hits;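 active means inhibition above the mean of compounds falling within the control limits plus 3 SD of them, cut at about 14% in these data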;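 further: 0% = plate median of compound wells and 100% = 10 µM Aha-Tn7 peptide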
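System: human fibrin DD(E); quantity: Fibrin-DD(E) at 2 µM final; also added: fluorescent Tn7 probe at 0.1 µM; compound dosing: single nominal test concentration of 8.3 µM per compound; schedule: 10 min preincubation, 3 h with tracer, room temperature; detection: fluorescence polarization of the labelled Tn7 tracer; repeats: one replicate per compound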
PLC-gamma1 inh: PLC-gamma1 (human) inhibition, primary screen | inhibition, % at 12.2 µM | 370,000 compounds, 0.84% hits | purified PLC-gamma1, fluorogenic substrate, fluorescence | AID 720700; in the data active means inhibition above about 9.5%
Tn6 DDE FP: DD(E)-Tn6 binding inhibition, primary FP screen; P02675; Fibrin DD(E) TRITC-Tn6 fluorescence polarization displacement; inhibition, % at 8.3 µM; 370,000 compounds, 0.21% hits; AID 720509;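 active means inhibition above a per-campaign cutoff: mean of compounds within control limits plus 3 SD, cut at about 15% in these data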;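 further: 0% = median of all compound wells on the plate and 100% = blocking peptide control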
ASAP1 GAP inh: inhibitors of human ASAP1 ArfGAP activity | ASAP1-stimulated ARF1 GTP hydrolysis, GDP FP detection | 360,000 compounds, 0.19% hits | inhibition, % at 16.5 µM | AID 624377; in the data active means inhibition above about 25%;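 further: 0% = vehicle with enzyme and substrate and 100% = no enzyme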
* = called active by the depositor.

SMILES | MBD2 DNA inh | ARFGAP1 inh | UHRF1 MBD2 ctr | PLCb3 inh | proKLK7 act | ADAM17 inh | Tn7 DDE FP | PLC-gamma1 inh | Tn6 DDE FP | ASAP1 GAP inh
COc1ccc(NC(=O)CSc2ccc(-c3ccco3)nn2)cc1 | 0 | 6 | -2 | -8 | 0.5 | 6 | -7 | 1 | -7 | -13
O=C(Nc1cc(Cl)ccc1N1CCOCC1)c1cnccn1 | 6 | 13 | 6 | 1 | 0.0 | -4 | 6 | 1 | 1 | -9
Clc1cccc(CNCCCSc2ncccn2)c1 | 4 | -2 | 2 | -3 | -0.3 | -6 | 5 | -3 | 5 | 6
O=C(Nc1ccc(Cl)cc1F)c1ccc2c(c1)C(=O)N(Cc1ccncc1)C2=O | -3 | 8 | 0 | 1 | 0.5 | 1 | -2 | 0 | 6 | 16
COc1cccc(C(=O)NCCSc2ccc(Br)cc2)c1 | -1 | -3 | 0 | 0 | 0.6 | 2 | -1 | 5 | -4 | -3
COc1cc(C(CCN2CCOCC2)c2c(OC)cc(OC)c3c(-c4ccccc4)cc(=O)oc23)cc(OC)c1OC (stereo not given) | 1 | 18 | -3 | -7 | -0.9 | 2 | 0 | -3 | 2 | -3
N#CCc1c(C#N)c(N)nc(N2CCCC(O)C2)c1C#N (stereo not given) | 1 | -9 | 0 | -70 | -47 | -11 | -3 | -57 | -5 | -4
Cc1nn(CC(=O)NCc2cccs2)c(=O)c2nn(-c3ccccc3)c(C)c12 | -3 | 0 | -1 | -6 | -0.3 | 2 | -1 | 2 | 0 | 4
Cc1cc(C)nc(NS(=O)(=O)c2ccc(-n3cccc3)cc2)n1 | -3 | 10 | 4 | -2 | 0.2 | 3 | -8 | 4 | 1 | -7
COc1ccc(NC(=O)CCCNC(=O)c2ccc(Cl)cc2)cc1S(=O)(=O)N1CCCCC1 | -2 | -3 | 0 | 1 | -0.2 | 4 | -8 | 6 | -1 | 5
COc1ccc(N(CC(=O)O)S(=O)(=O)c2ccc(OC)c(OC)c2)cc1 | 4 | 6 | 20 | 1 | 0.4 | -1 | 6 | 0 | 2 | 10
O=C1CC(=O)N2N=C(c3ccc([N+](=O)[O-])cc3)SC2=N1 | 1 | -12 | -4 | 0 | -0.1 | 1 | 0 | 2 | 5 | 5
Cc1ccc(C)c(NC(=O)CCC(=O)NN=C2CCCC2)c1 | 1 | -7 | -3 | -4 | 0.1 | 0 | 0 | -4 | 6 | 3
NC(=O)c1c(NC(=O)C(=O)N2CCOCC2)sc2c1CCC2 | 3 | 8 | -3 | -11 | 0.4 | -2 | -2 | -4 | 0 | -2
C[C@@H]1CN([C@H](C)CO)C(=O)c2cc(NC(=O)Nc3ccc(F)cc3)ccc2O[C@@H](C)CCCCO[C@H]1CN(C)S(=O)(=O)c1ccc(Cl)cc1 | -9 | 4 | -1 | 4 | -0.3 | 13* | 10 | 1 | -5 | 2
CC(=O)c1cccc(NC(=O)CSc2nnc(-c3ccncc3)o2)c1 | 4 | 11 | 1 | -3 | -0.6 | -2 | 3 | -1 | -4 | -19
CC(=O)C1=C(Nc2ccc(C)cc2)CC(C)(O)C(C(C)=O)C1c1ccco1 (stereo not given) | -3 | 5 | 1 | -8 | 0.2 | -1 | -5 | -2 | -4 | -5
COc1ccc(-c2nnc(NC(=O)CS(=O)(=O)c3ccc(Cl)cc3)o2)c(OC)c1 | 3 | 2 | -2 | -4 | 0.6 | -1 | -10 | 1 | -10 | 5
Cc1ccc2c(c1)C(c1ccc(F)cc1)N(C(=O)c1cc3ccccc3oc1=O)CC(=O)N2 (stereo not given) | -3 | -8 | 2 | 0 | 0.1 | -4 | 4 | -1 | 1 | -11
CC(C)CSCC1OC(n2cnc3c(N)nccc32)C(O)C1O (stereo not given) | 3 | -4 | 2 | -2 | 0.0 | -4 | 6 | 5 | -5 | -9
CCOC(=O)N1CCN(c2ccc(S(=O)(=O)N(Cc3ccccc3)Cc3ccccc3)cn2)CC1 | -2 | 6 | 5 | 3 | 0.0 | 1 | 5 | -1 | -5 | 1
O=C(CSc1nnc(-c2ccncc2)n1Cc1ccco1)Nc1ccccc1F | 1 | 10 | 2 | -7 | 0.6 | 2 | 3 | -2 | -9 | -1
Cc1c(NC(=S)NC(C)(C)C)c(=O)n(-c2ccccc2)n1C | -2 | -4 | 16 | 2 | -0.4 | -1 | 0 | 1 | -3 | -2
O=C(NCc1ccccc1)c1cc(C2CCCCN2S(=O)(=O)c2cccc3cccnc23)on1 (stereo not given) | -3 | 1 | 2 | 3 | 0.1 | 5 | -1 | 6 | -2 | -9
COc1ccccc1CC(=O)Nc1cc(C)on1 | 2 | 12 | 2 | 0 | -0.1 | -4 | -3 | 2 | -3 | -8

Arranged by value in ADAM17 inh (descending): some entries from above
SMILES | MBD2 DNA inh | ARFGAP1 inh | UHRF1 MBD2 ctr | PLCb3 inh | proKLK7 act | ADAM17 inh | Tn7 DDE FP | PLC-gamma1 inh | Tn6 DDE FP | ASAP1 GAP inh
Cc1ccc(C)c(NC(=O)CCC(=O)NN=C2CCCC2)c1 | 1 | -7 | -3 | -4 | 0.1 | 0 | 0 | -4 | 6 | 3
CC(=O)c1cccc(NC(=O)CSc2nnc(-c3ccncc3)o2)c1 | 4 | 11 | 1 | -3 | -0.6 | -2 | 3 | -1 | -4 | -19
Cc1ccc2c(c1)C(c1ccc(F)cc1)N(C(=O)c1cc3ccccc3oc1=O)CC(=O)N2 (stereo not given) | -3 | -8 | 2 | 0 | 0.1 | -4 | 4 | -1 | 1 | -11

Following part.
SMILES | MBD2 DNA inh | ARFGAP1 inh | UHRF1 MBD2 ctr | PLCb3 inh | proKLK7 act | ADAM17 inh | Tn7 DDE FP | PLC-gamma1 inh | Tn6 DDE FP | ASAP1 GAP inh
Cc1cc(C)cc(OCC(=O)Nc2ccccc2N2CCCCC2)c1 | -8 | 10 | 6 | 7 | -0.4 | 4 | -3 | 9 | -3 | 11
CCN(CC)S(=O)(=O)c1cc(NC(=O)C(C)N(C)CC(=O)Nc2c(C)cccc2C)ccc1C (stereo not given) | -3 | 6 | -4 | 3 | -0.8 | 3 | 1 | 4 | 1 | 1
CCOc1ccc(NC(=O)CC2C(=O)N(c3ccc(OC)cc3)C(=S)N2Cc2ccccn2)cc1 (stereo not given) | 1 | 8 | 0 | -5 | -0.2 | 1 | 6 | 2 | 4 | -3
COC(=O)c1ccccc1NC(=O)CN1CCC(NC(=O)c2ccc(C)cc2)CC1 | 2 | 0 | -2 | 3 | 0.5 | -3 | -5 | 3 | 4 | -2
S=C(Nc1ccccc1)N1CCN(C(=S)c2ccccc2)CC1 | 2 | -10 | 4 | 1 | 0.1 | 2 | 8 | -2 | -9 | 2
O=S(=O)(Nc1ccc(O)c2ccccc12)c1ccc(OC(F)(F)F)cc1 | -1 | 7 | -4 | -25 | -1.7 | -8 | -5 | -14 | -13 | -10
Cc1cc(NC(=O)c2ccco2)ncc1NC(=O)CCc1ccccc1 | -3 | -1 | -3 | 2 | -0.5 | 1 | 4 | -1 | 7 | 9
COCCNC(=O)CCc1nnc2ccc(N3CCC(C)CC3)nn12 | 3 | -1 | -3 | -6 | -0.4 | -3 | 5 | 2 | -3 | 9
FC(F)(F)c1ccc2c(c1)NCC1CCCN21 (stereo not given) | 4 | -7 | 4 | -102 | 68* | -92 | 1 | -77 | 8 | -1
CCCCn1c(=S)[nH]c2cc(S(=O)(=O)N3CCCCC3)ccc21 | -6 | -9 | -4 | 6 | -0.4 | 2 | 2 | 1 | -2 | -8
CCCCn1c(NC(=O)c2ccccc2)nc2ccccc21 | 0 | -5 | -6 | -33 | -0.7 | 6 | 3 | -20 | 5 | 7
N/C(=N\OC(=O)c1ccc2ccccc2c1)c1cccc([N+](=O)[O-])c1 | -2 | -8 | -3 | 2 | -0.1 | -2 | 8 | -2 | -3 | 0
COc1ccc(C2NC(=O)NC(C)=C2C(=O)OC2CCC(C)CC2)cc1 (stereo not given) | 2 | 1 | 2 | -8 | -0.1 | 2 | 2 | 4 | 2 | 0
CCn1c(Cc2ccc(OC)cc2)nnc1SCC(=O)N1CCN(c2ccccc2)CC1 | 3 | -8 | -2 | 3 | -0.6 | 0 | -2 | 3 | 3 | 3
Oc1ccc2c(c1)oc1cc(O)ccc12 | 4 | -5 | -4 | -46 | -8.8 | -16 | 6 | -37 | 5 | 1
Cc1ccc(-c2nnn(CC(=O)N(c3cccc(F)c3)C(C(=O)NC(C)(C)C)c3ccco3)n2)o1 (stereo not given) | 5 | 4 | 3 | -2 | 0.1 | -2 | 3 | 0 | 1 | -2
CCS(=O)(=O)N1CCC(C(=O)Nc2ccccc2OC)CC1 | 0 | 0 | -2 | -4 | -0.2 | -2 | 3 | 2 | -6 | -8
COc1ccc(-c2cn(CCC(=O)O)c(C)n2)cc1 | -2 | 2 | 2 | 8 | 0.2 | 1 | -3 | 4 | -2 | 3
CCCCNC(=S)N1CCN(c2ccccc2Cl)CC1 | -2 | 0 | 0 | 1 | 0.2 | 1 | 4 | 0 | 3 | 1
CCS(=O)(=O)N1CCN=C1SCc1cccnc1 | 1 | 9 | 14 | 1 | -0.3 | 0 | -1 | 1 | 0 | 3
CCN(CC)CCNC(=O)Cn1cnc2sc(C)c(S(=O)(=O)N3CCOCC3)c2c1=O | 9 | 7 | 6 | 4 | 0.2 | -10 | -4 | 7 | -16 | -9
Cc1cccc(C(=O)NNC(=O)c2ccccc2)c1 | 2 | -6 | 3 | 8 | -0.6 | 2 | 0 | 2 | 4 | -2
NC(=O)CSc1nnc(Cn2c(=O)sc3ccccc32)n1CCc1ccccc1 | 0 | -6 | 0 | 1 | 0.2 | -2 | 3 | 0 | 2 | -12
CCOC(=O)c1[nH]c2ccccc2c1NC(=S)Nc1ccccc1 | -8 | 1 | -3 | -34 | 3.7 | -6 | 0 | -24 | 2 | -9
CCC(CC)C(=O)Nc1cccc(C(=O)N2CCOCC2)c1 | 2 | -4 | -2 | 0 | -0.3 | -2 | -1 | 1 | -10 | 22
Going on with the list:
SMILES | MBD2 DNA inh | ARFGAP1 inh | UHRF1 MBD2 ctr | PLCb3 inh | proKLK7 act | ADAM17 inh | Tn7 DDE FP | PLC-gamma1 inh | Tn6 DDE FP | ASAP1 GAP inh
C=CCn1c(Oc2cccc(C)c2)nc2c1c(=O)n(C)c(=O)n2C | -3 | 15 | -1 | -4 | 0.0 | 0 | -3 | 0 | -7 | -4
Nc1c(O)cccc1C(=O)O | 8 | 4 | 20 | -51 | -17 | -49 | -1 | -29 | -7 | -7
CCC(Sc1nc2sc(C(=O)OC)c(C)c2c(=O)n1N)C(=O)N(CC)CC (stereo not given) | -4 | 13 | -1 | -3 | -2.4 | -1 | 1 | 1 | -3 | 3
CC(C)c1ccc(NC(=O)Cn2ncn3c(cc4ccccc43)c2=O)cc1 | -5 | 4 | 0 | -14 | -0.8 | -11 | -1 | -4 | -5 | 2
CCC(C(=O)N1CCN(S(=O)(=O)c2sc(C(=O)O)c(C)c2C(=O)O)CC1)c1ccccc1 (stereo not given) | 1 | 8 | 1 | -2 | 0.2 | -4 | -6 | -2 | 2 | -10
CCCn1c2ccccc2c2cnn(CC(=O)NC3CCC(C)CC3)c(=O)c21 (stereo not given) | -5 | 2 | 0 | -3 | -0.1 | 4 | 7 | 7 | 1 | 1

Random draw from the library; any-hit rate near 4.1%.
